GLD-1 TGE inh: GLD-1-TGE RNA interaction inhibition (C. elegans); 320,000 compounds, 0.44% hits; Q17339; purified GLD-1 + fluorescein TGE RNA, fluorescence polarization; inhibition, % at 5.96 µM; AID 2280;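 active means percent inhibition above a per-plate cutoff, the plate mean of test compounds plus 3 SD, cut at about 30% in these data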;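 further: 0% = DMSO wells with GLD-1 and probe and 100% = wells lacking GLD-1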
AHR activator: human AHR activation | P35869 | AHR-responsive luciferase reporter cells, luminescence | activation, % at 5 µM | 320,000 compounds, 2.5% hits | AID 2796; in the data active means activation above about 47%;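 further: 0% = vehicle wells and 100% = reference agonist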
PME-1 inh: blocks human protein phosphatase methylesterase 1. Q9Y570. recombinant PME-1, FP-Rh probe fluorescence polarization. inhibition, % at 5.9 µM. 320,000 compounds, 0.53% hits. AID 2130;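 active means inhibition above the campaign mean of all compounds plus 3 SD, cut at about 26% in these data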;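 further: competitive labeling of PME-1 active site by serine hydrolase directed probe; 0% = PME-1 with DMSO and 100% = wells lacking PME-1 enzyme; inhibitors block probe labeling so polarization falls and inhibition rises; many of its hits are not listed in these tables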
MCL1 BIM primary: MCL1-BIM-BH3 interaction inhibition (human) | GST-MCL1 / FITC-Bim-BH3 fluorescence polarization | inhibition, % at 10.9 µM | 320,000 compounds, 0.68% hits | AID 2057;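 active means inhibition above the mean inhibition of all tested compounds plus 3 SD, set per campaign, cut at about 40% in these data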;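 further: 0% = DMSO wells and 100% = unlabeled Bim-BH3 peptide control; higher means more loss of mP so more displacement of Bim peptide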
PAFAH1B2 FP inh: inhibitors of human PAFAH1B2; P68402; recombinant PAFAH1B2, FP-rhodamine activity probe, fluorescence polarization; inhibition, % at 3.39 µM; 340,000 compounds, 1.2% hits; AID 492953;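 active means inhibition above the mean of all tested compounds plus 3 SD, cut at about 24% in these data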;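 further: 0% = enzyme with DMSO and 100% = wells lacking PAFAH1B2; many of its hits are not listed in these tables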
MEX-5 binding: C. elegans MEX-5 TCR-2 RNA binding activity | Q9XUB2 | MEX-5/FITC-TCR2 RNA binding, fluorescence polarization; stronger effect = lower value | activity score (negative = inhibition of binding), % at 10 µM | 300,000 compounds, 0.38% hits | AID 1832;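 active means inhibition past about -25% in most replicates, and total fluorescence under double the plate's negative control median, limit read from the data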;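 further: 0% = DMSO and -100% = 5 µM competing unlabeled TCR2 RNA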
pPAFAH FP inh: inhibitors of human plasma PAF acetylhydrolase (pPAFAH); recombinant pPAFAH, FP-rhodamine probe fluorescence polarization; inhibition, % at 3.39 µM; 330,000 compounds, 1.5% hits;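 active means inhibition above the mean inhibition across the screen plus 3 SD, cut at about 25% in these data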;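 further: inhibitors block binding of the rhodamine activity-based probe so polarization drops; 0% = enzyme with DMSO and 100% = wells lacking pPAFAH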
BCLXL inh: blocks human Bcl-xL binding to Bim BH3 peptide | Q07817 | AID 2129 | inhibition, % at 10.9 µM | GST-Bcl-xL / FITC-Bim BH3 peptide fluorescence polarization | 320,000 compounds, 0.7% hits;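 active means inhibition above the mean of all tested compounds plus 3 SD, cutoff set per campaign, cut at about 30% in these data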;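 further: 0% = DMSO wells and 100% = unlabeled Bim-BH3 peptide competitor; inhibitors lower millipolarization by displacing the labeled peptide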
Fam108B counter: Fam108B inhibition, counter-screen for RBBP9 inhibitors | 300,000 compounds, 0.33% hits | inhibition, % at 9.51 µM | recombinant Fam108B, FP-Rh probe fluorescence polarization | AID 1947;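 active means inhibition above the screen mean inhibition plus 3 SD, computed separately per campaign, cut at about 18% in these data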;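 further: inhibitors lower polarization as less probe binds the enzyme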
Active calls of the source: *; . = not tested or not shown. Only part of the results is shown. The share of hits here may be higher or lower than overall.

SMILES	GLD-1 TGE inh	AHR activator	PME-1 inh	MCL1 BIM primary	PAFAH1B2 FP inh	MEX-5 binding	pPAFAH FP inh	BCLXL inh	Fam108B counter
CCN(CC)c1nc2n(c(=O)n1)CCN2CC	-1	-1	-6	6	3	0.2	4	1	2
CCN(C(=O)CSc1nnnn1-c1ccc(OC)cc1)C1CCS(=O)(=O)C1 (stereo unspecified)	1	0	.	.	8	.	1	.	.
CC(C)(C)N/N=C/c1cc(Cl)cc([N+](=O)[O-])c1O	1	20	1	22	9	-5.2	22	8	5
CC1CN(C(=O)N2CCCCC2)CCN1C(=O)N1CCCCC1 (stereo unspecified)	1	-2	0	-10	.	0.5	4	0	6
O=C(COC(=O)c1ccc([N+](=O)[O-])o1)Nc1ccc(F)cc1	2	3	.	.	3	.	3	.	.
N/C(=N\OC(=O)Cc1ccccc1[N+](=O)[O-])c1cccnc1	-1	9	0	-1	-2	0.5	0	2	3
Cc1nn(CC(=O)Nc2ccccn2)c(C)c1[N+](=O)[O-]	-6	-2	4	9	4	-1.5	-4	2	3
Cc1cccc(NNC(=O)C2CCC2)c1	6	0	3	2	0	0.2	2	10	3
Cc1cc(N2CCN(C)CC2)nc2ccc(NC(=S)N3CCN(c4ccc(Cl)cc4)CC3)cc12	-1	0	7	12	-2	1.1	3	11	4
S=C(Nc1cccnc1)N1CCN(c2ccccc2Cl)CC1	-3	2	-3	3	1	-0.6	1	2	0
Cc1noc(C)c1COc1ccccc1C(=O)NCCOc1ccccc1F	3	3	1	6	6	.	-1	4	.
NS(=O)(=O)c1ccc(NC(=O)Nc2ccc(Cl)cc2)cc1	5	1	-12	2	-5	2.2	-2	6	-9
COc1ccc([C@H]2CC(=O)C=C(c3ccc(OC(F)(F)F)cc3)C2)cc1OC	0	0	-4	-2	1	.	4	5	.
Cc1ccc(S(=O)(=O)CCC(=O)OCC(=O)NCC(=O)Nc2c(C)cc(C)cc2C)cc1	11	2	3	-3	0	-0.9	9	4	-1
O=C(c1n[nH]c(=O)c2ccccc12)N1CCN(C2c3ccccc3-c3ccccc32)CC1	9	0	-1	5	11	0.2	2	-2	0

A second format for two compounds above.
Cc1noc(C)c1COc1ccccc1C(=O)NCCOc1ccccc1F
  GLD-1 TGE inh: 3 | AHR activator: 3 | PME-1 inh: 1 | MCL1 BIM primary: 6 | PAFAH1B2 FP inh: 6 | MEX-5 binding: . | pPAFAH FP inh: -1 | BCLXL inh: 4 | Fam108B counter: .
Cc1cccc(NNC(=O)C2CCC2)c1
  GLD-1 TGE inh: 6 | AHR activator: 0 | PME-1 inh: 3 | MCL1 BIM primary: 2 | PAFAH1B2 FP inh: 0 | MEX-5 binding: 0.2 | pPAFAH FP inh: 2 | BCLXL inh: 10 | Fam108B counter: 3

(list continues)
SMILES	GLD-1 TGE inh	AHR activator	PME-1 inh	MCL1 BIM primary	PAFAH1B2 FP inh	MEX-5 binding	pPAFAH FP inh	BCLXL inh	Fam108B counter
Cc1ccc(NC(=O)CCc2nc3ccccc3s2)c(O)c1	-1	22	-1	-4	2	-0.5	5	-1	-2
COc1ccc(C(=O)NCCSc2ccccc2)cc1	-7	6	-2	-6	8	-0.1	-7	-2	-3
Cc1ccc2c(c1)N(CC(=O)NCCC1=CCCCC1)C(=O)c1cccnc1O2	5	0	2	6	8	-2.4	8	4	1
COc1ccc(C2C(=O)N(C3CCCCC3)CC(=O)N2C2CCCC2)cc1 (stereo unspecified)	0	2	4	3	-1	1.7	-4	0	3
COc1cccc(/C=N/Nc2nc(C)cc(=O)[nH]2)c1OC	3	22	-5	7	5	0.8	-1	3	4
CCCCC(=O)N/N=C(\C)c1cccc(NC(=O)C2CC2)c1	-1	19	-1	3	0	0.1	-1	7	3
N=c1c(C(=O)NCc2ccc3c(c2)OCO3)cc2c(=O)n3ccccc3nc2n1Cc1cccnc1	-12	5	-5	4	-3	-7.8	10	15	0
CC1=CC=CC2=NC(=O)CC(C)(C(=O)O)N12 (stereo unspecified)	2	-1	-2	9	-2	2.6	-3	6	2
O=C(OCC(=O)N1CCN(C(=O)c2ccco2)CC1)c1cn(-c2ccccc2)nc1-c1ccccc1	3	-3	0	-5	-6	-0.9	4	-1	-4
CN(C)C(CNc1ccc([N+](=O)[O-])cc1C#N)c1ccccc1 (stereo unspecified)	13	6	3	12	2	-8.1	4	9	5
COc1ccc(C2=NS(=O)(=O)N(C)C(C(=O)Nc3ccc(OC)c(OC)c3)=C2)cc1	0	5	8	6	3	2.2	5	17	7
CCc1cccc(CC)c1NC(=S)NCc1ccc2[nH]c(C)cc2c1	3	41	6	4	7	0.0	8	0	-4
O=C(/C=C/c1ccccc1Cl)c1ccc[nH]1	2	4	2	8	0	-4.8	-4	5	1
CC(C)(C)c1ccc(S(=O)(=O)/N=C2\C=C(NS(=O)(=O)c3ccccc3)C(=O)c3ccccc32)cc1	-1	54*	16	17	41*	-0.1	24	9	5
O=C(C(=O)N1CCN(c2ccc(F)cc2)CC1)c1cn(CC(=O)N2CCOCC2)c2ccccc12	11	-1	8	-1	4	-1.2	1	0	1
N#CCSc1nc2[nH]ncc2c(=O)n1-c1ccccc1Br	-1	2	0	-4	-2	-0.2	4	-2	1
CCOC(=O)C1CCN(S(=O)(=O)c2ccc(OC)c(OC)c2)CC1	-5	2	1	1	1	3.4	2	3	1
O=C(Nc1ncn[nH]1)c1ccc(Cl)cc1Cl	8	3	6	1	-1	0.4	1	3	-5
O=C(CSCc1nc2ccccc2[nH]1)Nc1ccc2ccccc2c1	4	60*	8	0	7	-1.0	3	7	-3
CCOc1ccc2nc(NC(=O)c3ccoc3C)sc2c1	4	-9	3	5	6	0.1	9	4	1
Cc1ccc(CNCC(=O)Nc2ccc(N3CCOCC3)cc2)cc1	-2	1	-2	9	-5	-0.9	3	3	2
CC(C)OCCCNC(=O)COc1ccc2oc3c(c2c1)CCCC3	-4	18	-13	2	-2	-1.2	16	3	5
O=C(c1cc2ccccc2oc1=O)N1CCCCCCC1	0	-4	3	7	-4	-0.1	5	1	-1
CC1(C)OC(=O)C(=NNc2ccc(C(=O)O)cc2)C(=O)O1	-2	2	-7	-4	5	0.6	1	-1	-1
CN(Cc1nc2ccccc2c(=O)[nH]1)C(=O)c1ccccc1OCc1ccc(Cl)cc1	1	4	7	7	6	.	2	3	.
Fc1ccc(-c2nnc(NC3=NCCCCC3)o2)cc1	7	-13	1	-1	2	-1.1	6	2	2
CC(=O)Nc1sc(C)c(C)c1C(=O)OCC(=O)Nc1cccc(C)c1	-1	1	.	.	1	.	3	.	.
CC1(C)C2CCC1(C)C(OC(=O)C[n+]1ccccc1)C2 (stereo unspecified)	8	0	-9	2	9	-1.2	-1	3	-3
Cc1ccc(C)c(SCC(=O)N(C)CC(=O)Nc2ccc(N3CCOCC3)cc2)c1	-2	4	-3	-4	3	-0.7	12	-2	1
O=C(c1cc(-c2cccnc2)nc2ccccc12)N1CCN(S(=O)(=O)c2cccs2)CC1	1	16	8	-1	3	.	1	-3	.
CCN=C1SC(CC(=O)NC(C)C)C(=O)N1CC (stereo unspecified)	2	1	-11	2	6	1.5	-1	1	4
O=C(Nc1ccccc1Cl)c1cccc(COc2cc(Cl)ccc2Cl)c1	-2	20	-3	2	2	-0.7	7	2	-9
Cc1ccc(NCC(=O)Nc2cccc(S(=O)(=O)N(C)C)c2)c(Cl)c1	1	0	4	-3	0	-1.5	3	3	7
O=c1ccc(S(=O)(=O)N2CCC(Cc3ccccc3)CC2)c[nH]1	5	0	-3	9	7	1.1	4	-1	3
O=C(CCl)Nc1ccc(Oc2cnc3ccccc3n2)cc1	-4	5	8	-6	2	-0.5	-1	0	0
C/C(=N\NC(=O)c1csc(C)c1C)c1ccc(C)s1	4	6	3	1	4	-0.3	1	-1	0
Cc1cc(Cl)ccc1OCC(=O)Nc1cccc(S(=O)(=O)N2CCCC2)c1	0	1	-17	0	-1	.	2	-1	.
COC(=O)c1cccc(NC(=O)CSc2nnnn2C)c1	0	0	-2	3	6	3.5	1	-1	-1
CCOc1ccc(NC(=O)NNC(=O)C(C)Oc2ccccc2OC)cc1 (stereo unspecified)	6	13	4	0	0	-0.5	2	2	2
CN1CCN(C(=O)c2cccc(COc3cc(Cl)ccc3Cl)c2)CC1	7	14	7	6	-1	-1.6	7	0	4
Cc1cc(C(=O)N/N=C/C=C/c2ccccc2[N+](=O)[O-])c(C)o1	8	17	0	8	2	1.9	-2	2	3
CN(Cc1cccs1)C(=O)COc1cccc(-n2cnnn2)c1	-10	9	4	2	2	-0.8	1	0	-2
CCOc1ccc(S(=O)(=O)N2CCCC(C(=O)NCc3cccnc3)C2)cc1 (stereo unspecified)	5	-1	-1	-1	-4	4.2	5	2	4
O=C(Nc1cccc(C(F)(F)F)c1)c1ccc2nc(N3C(=O)CCC3=O)sc2c1	8	19	-41	0	-9	0.3	-15	1	-26
O=C(NC1CCCCC1)C1CCN(c2nccs2)CC1	-1	1	-1	1	5	-1.3	-1	1	-2
O=C1COc2ccc(C(=O)COC(=O)C3CC(O)CN3S(=O)(=O)c3ccc(Cl)cc3)cc2N1 (stereo unspecified)	2	1	3	-10	0	-0.9	-2	-11	-8
COc1ccc(/C=C/C2=NC(=C\N(C)C)/C(=O)O2)cc1	1	6	7	-5	5	-0.3	6	1	4
CC1CCCC(C)N1CCCNC(=O)Cn1ncc2c([nH]c3ccccc32)c1=O (stereo unspecified)	-1	1	-2	-1	-2	-0.9	2	2	1
O=C(c1ccccc1)c1nnc(-c2ccncc2)o1	2	-3	-4	-5	1	0.0	-1	-1	2
COC(=O)C(CC(=O)c1ccc(Br)cc1)n1nc(C)cc1C (stereo unspecified)	2	3	3	2	5	2.2	-2	3	2
COc1ccc(CCNC(=O)CSc2nc(N)c3c(C)c(C)oc3n2)cc1OC	-1	1	3	10	5	-2.5	0	9	-2
O=C(NNC(=O)C1C2CCC(C2)C1C(=O)O)c1ccc(Br)o1 (stereo unspecified)	-2	6	-1	10	.	0.3	-4	4	9
CCC(=O)Nc1cccc(C(=O)/C=C/c2ccc(F)cc2)c1	7	-2	-3	4	-3	-3.4	-1	1	-2
CCOC(=O)c1sc2nc(CC(=O)OC)nc(N3CCN(c4ccccn4)CC3)c2c1C	1	1	4	2	0	0.7	-1	0	3
CCCCn1c(=O)c(CCC(=O)OCC(=O)NC(C)c2ccccc2)nc2ccccc21 (stereo unspecified)	3	1	5	-11	1	-1.3	24	2	4
COC(=O)c1ccc(CNC(=O)c2cc(COc3cncc(Cl)c3)on2)cc1	1	-5	7	-1	4	0.7	4	0	1
CN(NS(C)(=O)=O)c1ncc(C(F)(F)F)cc1Cl	4	0	2	4	2	1.0	4	6	2
Cc1ccc(C(=O)CSc2nnc(-c3ccco3)n2C)cc1	3	-1	1	6	5	-0.6	4	-1	-1
CCOC(=O)c1c(NC(=O)c2nn(CC)cc2Br)c(C#N)cn1-c1ccccc1	11	2	0	11	-9	0.8	-5	7	5
COc1ccc2nc(NC3=NC(c4ccccc4)CC(=O)N3)nc(C)c2c1 (stereo unspecified)	-2	24	11	-1	-1	1.9	-3	3	-3
Cc1ccnn1CC(=O)N/N=C/c1cn[nH]c1-c1ccc(F)cc1	10	11	4	8	-3	0.3	1	6	0
Cc1cc(C)n2nc(-c3sccc3-n3c(C)ccc3C)cc2n1	-3	52*	1	7	2	2.2	4	11	5
Cc1ccc(NC(=O)CN(C)C(=O)COC(=O)CCS(=O)(=O)c2ccc(C)cc2)cc1	1	-3	-3	4	1	-1.6	15	4	0
